IDE act = IDE (human) activation, cell-based; P14735; HEK cells, FAbeta-B cleavage, fluorescence polarization; 0% vehicle, 100% cell-free pure enzyme wells; activation, % at 5.96 µM; hit rate 0.073% among 340,000;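 active = activation above the mean of all tested compounds plus 3 SD, set per screening campaign, cut at about 17% in these data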
pCIP destab = lowers stability of the mouse p/CIP coactivator protein; Q05BA5; F442A p/CIP-EGFP cells, EGFP fluorescence, 16 h; decrease of EGFP signal, % at 10 µM; hit rate 0.01% among 290,000;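 active = EGFP signal decrease of at least 30% at 10 µM or well 3 SD below plate mean, unless failing retest; inactive = the rest, including hits failing retest or dose response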; note: some compounds called inactive have numbers as strong as hits; many of its hits are not listed in these tables
PHOSPHO1 block = PHOSPHO1 (human) inhibition | Q8TCT1 | hit rate 1.1% among 290,000 | inhibition, % at 13.3 µM | recombinant PHOSPHO1, absorbance phosphatase assay | AID 1565; in the data active = inhibition above about 60%
Target sequence (Q8TCT1 whole entry, looked up): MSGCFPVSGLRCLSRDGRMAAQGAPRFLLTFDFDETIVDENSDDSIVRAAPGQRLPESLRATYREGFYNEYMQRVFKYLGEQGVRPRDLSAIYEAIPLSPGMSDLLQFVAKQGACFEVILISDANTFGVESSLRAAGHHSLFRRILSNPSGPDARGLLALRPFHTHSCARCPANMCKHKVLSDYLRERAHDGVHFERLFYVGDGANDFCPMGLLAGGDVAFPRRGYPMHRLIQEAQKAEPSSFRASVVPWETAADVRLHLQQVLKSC
GalR3 antagonist = blocks the human galanin receptor 3 | O60755 | HEK293 GalR3-CNG cAMP membrane potential fluorescence; galR3 body fused to GalR1 C-terminus | inhibition, % at 3 µM | hit rate 0.44% among 360,000 | AID 651719;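 active = inhibition above the screen-wide average plus 3 SD, cut at about 13% in these data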;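 note: forskolin and galanin both at EC90 stimulate the cells; cAMP rise reported by CNG channel membrane potential dye signal; 0% = forskolin plus galanin with DMSO and 100% = forskolin alone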
M4 PAM = positive allosteric modulators of human muscarinic M4 receptor. activation, % at 3 µM. P08173. CHO-K1 hM4/Gqi5, Fluo-8 calcium fluorescence, ACh EC20; 0% = ACh EC20, 100% = maximal ACh. hit rate 0.4% among 360,000. AID 624126;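 active = activation above its plate's cutoff, the mean activation of sample wells plus 3 SD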; note: some results filed as inactive read as strong as hits
MEKK3 PB1 HTS = MEKK3-MEK5 PB1 interaction, increase or decrease; bead-based flow cytometry, Alexa488-MEK5 binding to MEKK3; actives lie on both sides; 0 = blocked by unlabeled MEK5, 100 = vehicle; binding response (% of control), % at 10 µM; hit rate 1.4% among 290,000;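 active = binding response more than 3 SD above or below the average of its plate-row segment, actives on both sides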;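 note: Alexa488 bead fluorescence after subtracting the streptavidin-only scavenger bead signal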
Target sequence (Q99759 whole entry, looked up): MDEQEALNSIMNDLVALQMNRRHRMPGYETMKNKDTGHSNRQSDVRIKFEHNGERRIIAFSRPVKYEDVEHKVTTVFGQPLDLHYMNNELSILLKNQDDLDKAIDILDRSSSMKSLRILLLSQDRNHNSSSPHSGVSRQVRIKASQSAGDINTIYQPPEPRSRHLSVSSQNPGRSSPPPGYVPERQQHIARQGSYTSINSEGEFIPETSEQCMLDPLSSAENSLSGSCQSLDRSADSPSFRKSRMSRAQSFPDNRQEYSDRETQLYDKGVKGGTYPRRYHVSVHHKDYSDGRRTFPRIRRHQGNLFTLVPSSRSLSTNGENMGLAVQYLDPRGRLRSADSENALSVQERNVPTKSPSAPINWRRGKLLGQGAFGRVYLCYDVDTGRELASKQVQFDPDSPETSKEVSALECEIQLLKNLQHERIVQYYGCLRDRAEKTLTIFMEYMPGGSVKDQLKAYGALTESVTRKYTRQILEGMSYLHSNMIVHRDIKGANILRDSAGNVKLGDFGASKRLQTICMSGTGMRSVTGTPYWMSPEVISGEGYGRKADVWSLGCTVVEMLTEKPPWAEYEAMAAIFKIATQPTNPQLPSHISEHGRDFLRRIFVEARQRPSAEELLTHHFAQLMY
IDE cell inh = inhibits human insulin-degrading enzyme in HEK cells. FAbetaB cleavage, fluorescence polarization. P14735. inhibition, % at 5.59 µM. hit rate 0.41% among 320,000;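 active = percent inhibition above the average of all tested compounds plus 3 SD, set per screening campaign, cut at about 16% in these data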;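 note: IDE supplied by intact live HEK cells; FP after avidin binding of uncleaved biotin substrate so inhibition keeps polarization high; 0% = DMSO wells and 100% = 60 µM reference IDE inhibitor Ii1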
CRFR2-BP antag = blocks CRF-induced signaling of the CRF-BP/CRF-R2 complex; HEK293 CRF-R2/CRF-BP, CRF-induced calcium fluorescence; inhibition, % at 11.8 µM; hit rate 0.59% among 350,000; AID 588475;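 active = inhibition of the ligand-induced calcium signal above about 50% at the single tested concentration, limit read from the data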
CRFR2-BP ag = agonists of human CRF-binding protein/CRF-R2 receptor complex; HEK293 CRF-R2/CRF-BP, calcium dye fluorescence (FLIPR); percent of saturating CRF peptide response; activation, % at 13.2 µM; hit rate 0.46% among 350,000;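 active = activation of at least 50%, plus an integration ratio under a set limit after plate pattern correction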;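 note: plate controls were neutral control wells without compound for no effect and CRF at EC100 for full effect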
* marks the source's active call; other numbers are inactive results; x = not tested or not shown; [ ] = another dose, or the depositor's remark.

canonical_smiles	IDE act	pCIP destab	PHOSPHO1 block	GalR3 antagonist	M4 PAM	MEKK3 PB1 HTS	IDE cell inh	CRFR2-BP antag	CRFR2-BP ag
COc1ccc2nccc(/C=C/c3ccnc4ccc(OC)cc34)c2c1	x	-10	31	-6	-8	85	0	-1	-2.6
CCCCCC(CC(=O)NO)C(=O)NC(C(=O)N1CCCC1CO)C(C)C (stereo unspecified)	1	x	x	-3	-2	x	1	14	0.8
Cc1cccc(-c2noc(-c3ccno3)n2)c1	-5	-13	32	-3	-2	97	0	0	-3.6
CC(C)CNC(=O)c1ccc2c(c1)C(=O)N(C1CCCCC1)C2=O	3	-5	23	-8	-5	106	-3	2	-0.3
COc1ccc(/C=C2/N=C(SCC(=O)Nc3cc(C)on3)N(c3ccccc3)C2=O)cc1	4	9	11	-2	-4	103	3	-37	-2.0
COC(=O)c1sccc1NC(=O)c1ccccc1	1	5	40	9	-3	97	2	4	-2.5
CCC(C)c1ccc(C(C)NC(=S)NC2CCCCC2)cc1 (stereo unspecified)	0	-15	-58	-4	-10	101	1	-62	10
NC(=O)C1CCCN(C(=O)c2ccc(NC(=O)c3cccs3)cc2)C1 (stereo unspecified)	1	x	x	-5	6	x	-3	5	1.0
CC(C)(C)c1ccc(NS(=O)(=O)c2ccc(N)cc2)cc1	2	-1	12	-7	-3	97	5	-11	-1.2
NC(=O)CN1CCCN(S(=O)(=O)c2ccc(Br)cc2)CC1	4	-4	31	0	-4	2.0*[inhibitor]	2	13	-0.6
O=C(NCCc1ccc(O)cc1)c1ccc(Cl)cc1	-4	7	0	0	4	105	3	-4	-3.1
Cc1ccc2c(c1)sc1ncc(NC(=O)c3ccc(F)cc3)c(=O)n12	x	10	-8	x	x	103	1	x	x
Cc1cccc(COc2ccccc2C(=O)OCC(=O)N(C)c2c(N)n(Cc3ccccc3)c(=O)[nH]c2=O)c1	7	-8	23	-3	1	97	-1	9	-0.4
COC(=O)N1CN(C(=O)OC)CN(C(=O)OC)C1	-3	-3	-4	-1	3	101	0	9	1.9
CC1=C2C(=O)OC(c3ccoc3)C2(C)CCC1 (stereo unspecified)	-1	-7	-34	6	17	98	2	1	-0.3
Cc1ccc(-c2nnn(CC(=O)N(CC(=O)NC3CCCC3)c3ccc(F)c(Cl)c3)n2)o1	5	2	-7	-4	-1	92	-2	8	-1.8
Cc1ccc(N2C(=O)C3C4C=CC(CNC(=S)N5CCN(c6ccccn6)CC5)(O4)C3C2=O)cc1 (stereo unspecified)	5	-8	-23	-4	-14	96	3	1	-0.7
NS(=O)(=O)c1ccc(CCNC(=O)c2cc([N+](=O)[O-])ccc2N2CCOCC2)cc1	6	x	x	-4	10	x	-3	-8	-0.1
O=C(Cc1ccc(Cl)c(Cl)c1)OCC(=O)c1ccc[nH]1	-2	-2	-5	-2	10	109	2	-2	0.2
COc1ccccc1/C=N/NC(=O)CC(=O)NCCc1ccccc1	x	x	x	-2	3	x	-2	-5	-0.1
O=C1CCC([N+](=O)[O-])C(c2ccc(-c3ccccc3)cc2)N1 (stereo unspecified)	6	x	x	-3	-2	x	-1	5	-1.1
CCOc1cc(/C=C2\SC(=S)N(C(C(=O)O)c3ccccc3)C2=O)ccc1O (stereo unspecified)	-114	-119	12	-3	-28	98	68*	-26	36
CC(=O)N[C@@H](Cc1c[nH]c2ccccc12)C(=O)OCC(=O)Nc1ccc2c(c1)OCO2	2	x	x	-6	0	x	x	2	-1.3
CCN(CC)S(=O)(=O)c1ccc(Cl)c(NC(=S)NC(=O)C2CCCC2)c1	0	x	x	0	-11	x	0	-26	4.8
O=C(Nc1ccc(Br)cc1)c1ccc(N2C(=O)C3CC=C(Cl)CC3C2=O)cc1 (stereo unspecified)	4	-2	5	-4	-1	103	-4	-3	-0.1
O=C1C2C3C=CC(C3)C2C(=O)N1c1ccc2c(c1)OCO2 (stereo unspecified)	0	-4	33	-5	3	100	3	-9	-0.1
COc1ccccc1/C=N/Nc1cc(N(C)C)nc(N(C)C)n1	1	-4	-26	-4	9	99	-7	-14	1.1
O=C(NCCCN1CCOCC1)/C(=C/c1ccco1)NC(=O)c1ccccc1	1	6	28	-9	-3	104	2	5	1.3
COc1cc(CCN2C(=O)N[C@@H](CCc3ccccc3)C(C(C)=O)=C2C)cc(OC)c1OC	x	-22	-4	x	x	98	-1	4	2.2
CCCCC(c1nnnn1CC1CCCO1)N1CCN(c2cccc(C)c2C)CC1 (stereo unspecified)	2	9	-34	-7	-3	104	-5	12	0.7
COCc1nc2oc3ccc(C)cc3c(=O)c2cc1C(=O)OC	-2	4	x	-10	-5	101	-1	-3	-2.8
Cc1ccc(S(=O)(=O)C(C#N)c2nc3ccccc3nc2OCCO)cc1 (stereo unspecified)	8	9	16	-7	2	105	4	8	-0.8
COc1ccc(-c2sc3cc4c(cc3c2-c2ccc(OCCN3CCCCC3)cc2)OCO4)cc1	5	x	x	x	-8	x	x	-8	3.8
CCc1ccccc1OCC(=O)Nc1cccc(S(=O)(=O)NCc2ccco2)c1	4	x	x	-5	0	x	-4	13	1.1
CCOC(=O)c1cc2c(=O)n3ccccc3nc2n(Cc2ccco2)c1=NC(=O)c1cccnc1	1	-13	18	-2	1	98	2	18	9.2
C/C(=N\Nc1ccc(C(=O)O)cc1)c1ccc(Br)cc1	-2	2	29	-6	-7	94	2	1	-0.2
Cc1ccccc1CSCCNC(=S)Nc1ccccc1	4	-7	51	-9	-6	95	-4	-23	2.9
CCOC(=O)N1CCN(C(=S)NC(=O)C2CCCC2)CC1	4	-1	20	1	-3	90	-2	4	2.7
Cn1c(=O)c(=O)n(C)c2cc(N3CCOCC3)c(NS(=O)(=O)c3ccc([N+](=O)[O-])cc3)cc21	2	11	-13	-3	2	101	8	-6	0.0
CN(C)CCn1c2c(c(SCC(=O)Nc3cccc(C(F)(F)F)c3)nc1=O)CCCC2	-3	x	x	-7	2	x	-3	-5	-1.3
O=C(OCC(=O)N1CCN(c2ccc(F)cc2)CC1)c1cnc2ccccc2n1	-2	x	x	-4	1	x	4	-9	4.0
COc1cc(SC)ccc1C(=O)N(C)CC(=O)Nc1cccc2ccccc12	-3	x	x	1	-1	x	2	1	-0.5
CCOc1ccc(OCCC(=O)N2CCN(S(=O)(=O)c3ccc(OCC)cc3)CC2)cc1	7	0	53	-3	1	97	-1	5	-0.6
Clc1cccc(Cl)c1COc1ccncc1	4	-10	-13	-4	9	104	6	-10	1.4
[O-]C1=N/[N+](=C/c2ccc(Cl)cc2)CC1	-1	-2	26	1	1	103	3	-9	-0.7
Cc1ccc(CN2CC(C(=O)Nc3cccc(S(=O)(=O)N4CCCCC4)c3)CC2=O)cc1 (stereo unspecified)	3	4	3	-1	4	97	-2	-38	-1.0
O=C(CNCCC1=CCCCC1)Nc1ccccc1N1CCCCCC1	11	-1	25	-4	-11	91	-3	-9	1.6
Cc1noc(C)c1COc1ccc(C(=O)OCC(=O)Nc2ccc3c(c2)OCO3)cc1	-5	-16	19	-5	16	99	10	10	0.3
CCNC(=O)C1CC(=O)N(Cc2ccc3c(c2)OCO3)C(=Nc2ccc(F)cc2)S1 (stereo unspecified)	4	2	38	-2	8	102	2	1	-1.6
O=C(O)c1ccc(CNC(=O)C2CCN(S(=O)(=O)c3cccs3)CC2)cc1	x	x	x	-7	1	x	x	-2	-0.2
O=C(CN(c1ccc(F)cc1)S(=O)(=O)c1ccccc1)N1CCOCC1	1	-8	20	-1	0	107	-2	-6	-0.4
Cc1ccc(C(=O)NCN2CCN(c3ccc(F)cc3)CC2)cc1	1	x	x	-6	-3	x	-6	-3	-0.5
O=S(=O)(CCN1CCN(c2ccccc2O)CC1)c1ccc(Cl)cc1	x	x	x	-5	-3	x	x	-23	-2.3
N#C/C(=C\N1CCOCC1)c1ccccc1	2	-5	37	2	-3	83	4	15	0.1
O=C(COC(=O)c1ccccc1OCC(=O)Nc1ccc(Br)cc1)Nc1ccccc1	6	-8	6	-1	19	91	-2	18	-0.1
Cc1cc(OCC(=O)NCCN2CCOCC2)cc(C)c1Cl	0	12	24	-8	-7	105	1	2	1.0
COc1ccc(C(=O)CCC(=O)Nc2ccc(N3CCN(C)CC3)cc2)cc1OC	3	x	x	-4	8	x	-3	-6	-0.6
COc1cc(/C=C/C(=O)Nc2cccc(S(=O)(=O)N3CCOCC3)c2)ccc1OCC#N	3	x	x	-1	8	x	-7	3	-1.4
O=C(COc1ccccc1-c1ccccc1)NCc1cccc(Cl)c1	1	0	-11	-3	-1	111	-3	5	6.5
COc1cc(S(=O)(=O)N2CCOCC2)ccc1NC(=O)COC(=O)COc1ccccc1	0	-4	16	-3	-4	101	-1	1	0.8

Next part
canonical_smiles	IDE act	pCIP destab	PHOSPHO1 block	GalR3 antagonist	M4 PAM	MEKK3 PB1 HTS	IDE cell inh	CRFR2-BP antag	CRFR2-BP ag
Cc1cc2nccc(-c3ccc(Cl)c([N+](=O)[O-])c3)n2n1	1	-5	45	-6	-4	93	-2	-5	-2.6
Cn1c(=O)c2c(nc(SCCN3CCCCC3)n2C)n(C)c1=O	2	-7	1	-4	-5	94	1	34	1.2
O=C(O)c1cccc(S(=O)(=O)Nc2ccccc2Cl)c1	1	8	16	-1	5	x	10	1	-0.8
CN(C(=O)CCOc1ccccc1)c1c(N)n(Cc2ccccc2)c(=O)[nH]c1=O	-3	x	x	-4	5	x	1	4	1.6
N#Cc1ccccc1NC(=O)Nc1ccccc1	5	3	-30	-2	4	87	-2	1	2.1
Cn1c(=O)c2c([nH]c(OCc3ccc(Cl)cc3Cl)[n+]2Cc2ccc(F)cc2)n(C)c1=O	0	0	27	-3	-1	97	6	-8	2.2
Cc1nnc(SCC(=O)NCC2COc3ccccc3O2)s1 (stereo unspecified)	4	x	x	-2	6	x	-1	4	0.6
O=C(c1cc2c(s1)CCCC2)N1CCN(S(=O)(=O)c2ccccc2)CC1	6	x	x	-6	-2	x	5	47	0.5
CC(C)c1onc(C(=O)Nc2cccc(O)c2)c1[N+](=O)[O-]	3	15	1	-5	2	115	3	11	-2.1
CCOc1ccc(CC(=O)NNC(=S)Nc2ccccc2)cc1Br	5	-7	87*	-2	6	94	4	9	-0.2
Cc1oc2c(c(C)cc3oc(=O)c(CC(=O)NCCC(=O)O)c(C)c32)c1C	2	0	9	-4	3	98	x	-5	0.4
CC1Cc2cc(/C(O)=C3\C(=O)C(=O)N(CCN4CCOCC4)C3c3ccccc3F)ccc2O1 (stereo unspecified)	6	-5	31	-2	2	106	1	13	0.8
O=c1c([N+](=O)[O-])cccn1Cc1ccccc1Cl	2	-4	0	3	-15	95	2	14	-0.3
Cc1ccsc1/C=N/NC(=O)C1CC(=O)N(c2ccccc2)C1 (stereo unspecified)	-1	-4	-10	-4	-4	90	7	38	-0.2
Cc1ccc(C(=O)NCc2ccco2)cc1S(=O)(=O)N1CCCC1	4	-11	58	-2	-3	111	1	5	-5.3
Cc1nn(-c2ccccc2)c(C)c1S(=O)(=O)O	-2	-20	17	5	2	106	-5	-14	-0.2
COc1cc(OC)cc(-c2nnc(NC(=O)Cc3ccc(F)cc3)o2)c1	6	9	7	-7	0	104	5	0	0.7
O=C(CSc1ncn[nH]1)NCCCc1ccccc1	0	2	7	-4	8	96	9	-7	0.4

Screening results as filed in PubChem BioAssay.
